# BLM helicase inh = qHTS Assay for Inhibitors of Bloom's syndrome helicase (BLM). RecQ-like DNA helicase BLM (Homo sapiens), P54132. recombinant BLM DNA unwinding, fluorescence dequenching. Potency, µM (top dose mostly 56.1 µM), inactives show top-dose activity change, negative = inhibition, hits mostly inhibitors. 350,000 tested, 0.2% active;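 further: potency means the concentration at half of the fitted maximal effect; plate controls were vehicle for no effect and no enzyme for full effect; nearly all actives have a fitted effect of over 35% in size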
# Apoferritin bind = qHTS Assay for Identification of Novel General Anesthetics | Potency, µM (top dose mostly 77.5 µM), inactives show at the highest dose activity change, negative = displacement, most hits filed as inhibitors | Ferritin light chain (Equus caballus), P02791 | apoferritin/1-aminoanthracene competitive binding, fluorescence | 350,000 tested, 0.074% active; further: potency means the concentration at half of the fitted maximal effect; on the % scale 0 is the no-effect control and ±100 the full control effect; nearly all actives have a fitted effect of over 20% in size
# Target sequence (P02791 2-175 limits assumed): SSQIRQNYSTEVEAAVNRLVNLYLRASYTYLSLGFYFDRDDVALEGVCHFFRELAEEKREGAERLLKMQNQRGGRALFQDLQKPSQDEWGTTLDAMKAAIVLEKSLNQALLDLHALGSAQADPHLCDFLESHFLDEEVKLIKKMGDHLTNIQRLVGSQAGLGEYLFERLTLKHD
#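 Horse-spleen apoferritin (10 uM) in 50% saturated 1-aminoanthracene in PBS was incubated 10 min at room temperature with compound. Fluorescence (ex 380, em 535 nm) was normalized to free and bound 1-AMA, with concentration-response fitted by a four-parameter Hill equation.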
# TRHR ag = qHTS for Small Molecule Agonists and Allosteric Enhancers of Human TRH Receptor: Primary Screen for Agonists; Thyrotropin-releasing hormone receptor (Homo sapiens), P34981; TRHR cells, calcium flux fluo-8, FDSS agonist mode; activation, % at 2 µM; 360,000 tested, 0.18% active; AID 493084, 2011; in the data active means activation above about 30%; further: 0% is about no effect
#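 Agonist-mode FDSS calcium read (Ex 480/Em 530, 1 s cycles) in 1536-well TRHR cells with fluo-8 dye, after 10-cycle baseline and 23 nL compound addition; TRH at EC20 (10 nM final) added afterwards for the enhancer phase.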
# POLK inh = qHTS for Inhibitors of Polymerase Kappa; Potency, µM (titrated, usually from 107 µM), for the others: top-dose activity, negative = inhibition, usual class: inhibitors; DNA polymerase kappa (Homo sapiens), Q9UBT6; purified Pol kappa, fluorescent DNA synthesis assay, 10 min; 400,000 tested, 0.53% active; further: potency means the concentration at half of the fitted maximal effect; on the % scale 0 is the no-effect control and ±100 the full control effect
#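 First, compounds were pin-transferred onto 10 nM Pol kappa. After 15 min at room temperature, substrate was added to 50 nM final. Fluorescence was then measured kinetically at 0 and 10 min.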
# Pol beta inh = qHTS Assay for Inhibitors of DNA Polymerase Beta; P06746; Pol beta primer extension/strand displacement, fluorescence kinetic; Potency, µM (series often up to 114 µM), inactives show at the top dose activity change, negative = inhibition, hits mostly inhibitors; 340,000 tested, 1.3% active; AID 485314, 2010; further: potency means the concentration at half of the fitted maximal effect; on the % scale 0 is the no-effect control and ±100 the full control effect
#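 Pol beta (10 nM) was preincubated with compound for 15 min at room temperature. The reaction was then started with 50 nM substrate and read immediately and after a further 10 min at room temperature.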
# APEX1 inh = qHTS Assay for Inhibitors of the Human Apurinic/apyrimidinic Endonuclease 1 (APE1). DNA repair nuclease/redox regulator APEX1 (Homo sapiens), P27695. recombinant APE1, TAMRA/BHQ-2 abasic DNA cleavage fluorescence. Potency, µM (top dose mostly 65.8 µM), for inactives: top-dose activity change, negative = inhibition, actives largely listed as inhibitors. 350,000 tested, 0.35% active. AID 2517, 2012;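 further: potency means the concentration at half of the fitted maximal effect; plate controls were vehicle for no effect and reference inhibitor for full effect; nearly all actives have a fitted effect of over 55% in size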
# Target sequence (P27695 whole entry, looked up): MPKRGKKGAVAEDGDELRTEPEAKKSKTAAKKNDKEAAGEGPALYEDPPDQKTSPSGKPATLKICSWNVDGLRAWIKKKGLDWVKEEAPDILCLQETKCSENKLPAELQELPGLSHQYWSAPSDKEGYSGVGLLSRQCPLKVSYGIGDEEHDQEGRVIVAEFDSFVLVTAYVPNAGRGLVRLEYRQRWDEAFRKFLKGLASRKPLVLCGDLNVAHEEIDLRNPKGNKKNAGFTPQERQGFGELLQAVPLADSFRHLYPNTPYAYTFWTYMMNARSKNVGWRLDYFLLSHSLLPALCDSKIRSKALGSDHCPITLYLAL
#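 Measures dequenching upon AP-site incision of a 5'-TAMRA/3'-BHQ-2 THF-containing duplex, 50 nM; human APE1 0.75 nM after 15 min room-temperature exposure to compound; kinetic three-point read at one-minute spacing.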
# 12-LOX inh = Primary qHTS assay for inhibitors of human arachidonate 12S-lipoxygenase (ALOX12): Round 2 | Potency, µM (highest dose often 108 µM), for inactives: at the highest dose activity change, negative = inhibition, actives largely listed as inhibitors | Polyunsaturated fatty acid lipoxygenase ALOX12 (Homo sapiens), P18054 | purified 12hLO, xylenol orange hydroperoxide absorbance | 580,000 tested, 1.1% active; further: potency means the concentration at half of the fitted maximal effect; on the % scale 0 is the no-effect control and ±100 the full control effect
#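 Purified human 12hLO at 150 nM in 25 mM Hepes, 0.01% Triton X-100, pH 7.0, preincubated 15 min at room temperature with compound. Reaction started with 40 uM arachidonic acid, 30 min at room temperature. Hydroperoxide measured by Fe-xylenol orange, 573/405 nm absorbance ratio.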
# POLI inh = qHTS for Inhibitors of Polymerase Iota. Pol iota fluorescent replication assay, 10 min. 390,000 tested, 1% active. DNA polymerase iota (Homo sapiens), Q9UNA4. AID 588590, 2011. Potency, µM (doses to about 115 µM), inactives show at the top dose activity, negative = inhibition, hits mostly inhibitors; further: potency means the concentration at half of the fitted maximal effect
#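 Fluorescent replication assay read twice, at 0 min and 10 min after adding 50 nM (final) substrate. Enzyme (10 nM) and compounds were first incubated 15 min at room temperature; enzyme-free buffer wells were negative controls.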
# ERG Ets-DNA blk = qHTS for Small Molecule Inhibitors of the ERG Ets/DNA interaction; fluorescence polarization, His-ERG Ets domain / labelled DNA; Potency, µM (highest dose often 76.9 µM), inactives show at the top dose FP activity, negative = inhibition, actives largely listed as inhibitors; 370,000 tested, 0.028% active; Transcriptional regulator ERG (Homo sapiens), P11308; active means well fitted inhibition curve with a large enough effect in the polarisation, with a control signal flat; inconclusive means small, poorly fitted or top-dose-only effect, or effect the other way, or a change in a side signal; inactive means no such curve, though single readings can be large or run the other way; the % refers to the polarisation;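 further: polarization taken with two DNA probes labelled with fluorescein and Texas red; potency means the concentration at half of the fitted maximal effect; % of control where 0% means no effect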
# Target sequence (P11308 whole entry, looked up, the tested form may be a part): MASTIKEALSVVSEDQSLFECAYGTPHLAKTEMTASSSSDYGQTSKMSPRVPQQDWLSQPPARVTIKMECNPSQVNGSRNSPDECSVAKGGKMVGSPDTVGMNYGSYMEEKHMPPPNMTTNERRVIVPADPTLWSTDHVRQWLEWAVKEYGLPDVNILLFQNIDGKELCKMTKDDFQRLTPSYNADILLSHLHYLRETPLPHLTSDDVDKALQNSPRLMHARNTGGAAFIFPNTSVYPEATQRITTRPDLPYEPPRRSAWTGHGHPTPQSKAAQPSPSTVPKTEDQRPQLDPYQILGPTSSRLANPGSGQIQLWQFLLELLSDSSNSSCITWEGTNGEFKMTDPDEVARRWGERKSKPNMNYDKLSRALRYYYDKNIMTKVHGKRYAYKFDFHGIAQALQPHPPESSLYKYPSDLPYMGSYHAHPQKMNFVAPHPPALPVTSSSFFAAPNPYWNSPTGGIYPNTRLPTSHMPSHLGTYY
#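 His-tagged ERG Ets domain (1 uM in the protein solution; 300mM KCl, 50mM Tris-HCl, 1mM EDTA, 1mM DTT, pH 7.5) received compound, then a probe mix of 5 nM fluorescein-DNA and 100nM Texas-615-DNA. Fluorescence polarization was read for both dyes.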
# * hit, by the source's call; u = inconclusive; x = no result given; & = joins results of further samples; [ ] = dose if it differs, or a comment. Unless noted, the call rests on the fitted dose curve; in most records, active means well fitted curve in the direction sought with a large enough effect; inconclusive means small, poorly fitted or top-dose-only effect, or another doubt; inactive means no such curve, though single readings can be large; an effect the other way counts as inactive or inconclusive. This is a subset. The share of hits here may be higher or lower than overall.
SMILES | Pol beta inh | APEX1 inh | ERG Ets-DNA blk | TRHR ag | POLK inh | 12-LOX inh | Apoferritin bind | POLI inh | BLM helicase inh
COc1ccccc1C(=O)N1CC(=O)Nc2ccc(F)cc2C1c1ccccc1 (stereo not drawn) | 41% | 10% | 7% | 4.0 | -6% | u | -15% | 53%[activator] | -2%
CCCOc1ccc(N2C(=O)C3C4C=CC(CC4)C3C2=O)cc1 (stereo not drawn) | -25% | 42% | 4% | -0.2 | -7% | 0% | -15% | -28% | -4%
O=C(c1ccc(CS(=O)(=O)c2ccc(Br)cc2)o1)N1CCCC1 | 22% | u | -3% | 0.0 | 9% | -5% | -12% | -3% | 2%
COCCn1c(SC(C)C(=O)NCC2CCCO2)nc2sc3c(c2c1=O)CCC3 (stereo not drawn) | x | -3% | -9% | -0.7 | -2% | 3% | x | u | x
COc1ccc(CN2CCN(CCc3ccccc3)C(CCO)C2)c(Cl)c1OC (stereo not drawn) | -1% | 1% | 10% | -0.3 | 12% | 7% | -6% | 36%[activator] | -2%
CC1(C)CC(=O)C2=C(C1)Nc1ccccc1N1C(=O)c3ccccc3C21 (stereo not drawn) | 0% | 3% | x | 1.4 | -5% | 1%[57.4 µM] | u | 34%[activator] | 3%
Cc1cccc(NC(=S)NC(=O)/C=C/c2ccccc2)n1 | 23% | 6% | 4% | 0.5 | -2% | 18% | -2% | 1% | 0%
Cc1cc(CNC(=O)COc2ccc(F)cc2)c2ccccc2n1 | -14% | 1% | 0% | -0.8 | 0% | 8%&-5% | -5% | -14% | 3%
CC(C)(C)c1cc(C(=O)N2CCN(c3ncccn3)CC2)ccn1 | 18% | 4% | -6% | 0.2 | -8% | 0% | -6% | 5% | 4%
CC(C)(C)n1nnnc1C(c1ccc(F)cc1)N1CCC(C(N)=O)CC1 (stereo not drawn) | -23% | -1% | -16% | 0.2 | -5% | -4% | -9% | u | 2%
Cc1ccc(CCNC(=O)c2ccc(CNS(=O)(=O)c3ccccc3)cc2)cc1 | 17% | x | u | -1.2 | -6% | -6% | 18% | -9% | -1%
COC(=O)C(CCSC)NC(=O)CNS(=O)(=O)c1ccc(F)cc1 (stereo not drawn) | 18% | 2% | -2% | 0.3 | 0% | 8% | -4% | -6% | -1%

# (cont.)
SMILES | Pol beta inh | APEX1 inh | ERG Ets-DNA blk | TRHR ag | POLK inh | 12-LOX inh | Apoferritin bind | POLI inh | BLM helicase inh
Cc1ccc(NC(=O)Cn2nc(C)cc2C)cc1 | -1% | 0% | 6% | 0.3 | 4% | 0% | -14% | 10% | -1%
CCOC(=O)C1=NNC(C(=O)c2ccc(C)cc2)C1c1ccc(C)cc1 (stereo not drawn) | 2% | -9% | u | -0.2 | -12% | u | -14% | 2% | -10%
Cc1cccc(C)c1NC(=O)CN1C(=O)N(C)Cc2ccccc21 | -10% | 10% | 13% | 0.4 | -2% | -8% | -5% | 16% | -4%
Cn1c(-c2ccco2)nc2cc3ccccc3cc21 | 3% | 19% | 0% | x | -6% | u | 81%[activator] | u | -7%
CC1Cc2ccccc2N1C(=O)CNc1cccc(S(=O)(=O)N2CCCC2)c1 (stereo not drawn) | -24% | -8% | 1% | 0.0 | -4% | -25% | -10% | -1% | -2%
O=C(Cc1nc(-c2cnccn2)no1)NNC(=O)Nc1ccccc1 | 34% | 5% | -9% | -0.2 | -10% | 6% | 1% | -11%[58.9 µM] | -2%
O=C(Cc1ccccc1)Nc1ccc2c(c1)CCC2 | 9% | 5% | 0% | 2.8 | -14% | 12% | u | 114%[activator] | -10%
CCC(C)[C@H](NC(=O)N1CC(=O)Nc2ccccc21)C(=O)N[C@@H](C(=O)O)c1ccccc1 (stereo partly drawn) | 20% | 38% | -11% | 0.5 | 0% | 1% | -1% | 1% | 1%
O=C(Cn1cc(C(F)(F)F)ccc1=O)N/N=C/c1ccc(O)cc1 | -17% | -2% | 16% | -0.7 | -9% | 11% | -8% | -13% | -9%
COC(=O)C(=C/C=C/c1cccnc1)C(=O)OC | 44% | 8% | -5% | -0.4 | -1% | 0% | -2% | 57%[activator] | 2%
Clc1ccc(C(c2nnnn2C2CCCC2)N2CCN(c3nc4ccccc4s3)CC2)cc1 (stereo not drawn) | x | x | -3% | x | -12% | 61%[activator] | x | 34% | x
NS(=O)(=O)c1cccc(NC(=O)CSc2ncnc3ccccc23)c1 | 1% | 0% | -15% | 0.5 | -8% | 8% | 0% | 17% | -6%

# (further entries)
SMILES | Pol beta inh | APEX1 inh | ERG Ets-DNA blk | TRHR ag | POLK inh | 12-LOX inh | Apoferritin bind | POLI inh | BLM helicase inh
O=C(CCNS(=O)(=O)c1cccc2nsnc12)NC1CCCc2ccccc21 (stereo not drawn) | 3% | -3% | -8% | -0.5 | -8% | 0% | 0% | 8% | -2%
COc1ccc(N2C(=O)CSC2c2ccc3c(c2)OCO3)cc1 (stereo not drawn) | -30% | 3% | 2% | -1.6 | -13% | 0% | -10% | 0% | -2%
CC1(C)CSC(=NCCc2ccccc2)N1 | 52% | -9% | 1% | 3.2 | -9% | -26% | 1% | 58%[activator] | 0%
COc1cccc(C(O)c2nccn2Cc2ccccc2)c1OC (stereo not drawn) | -9% | 46%[activator] | 3% | 0.0 | -17% | 36%[activator] | 5% | u | -1%
CCc1ccc(S(=O)(=O)c2cn(C)c3cc(N4CCCCC4C)c(F)cc3c2=O)cc1 (stereo not drawn) | -3% | x | 5% | -0.8 | u | -5% | 13% | 2% | -2%
COc1ccc(C(=O)Nc2ccccc2N2CCOCC2)cc1S(=O)(=O)N1CCCC1 | x | 3% | -5% | -0.1 | -4% | -5% | x | 10% | x
O=C(Nc1cccc(NC(=O)c2sc3ccccc3c2Cl)c1)c1ccco1 | 7% | 3% | -12% | 1.5 | -13% | -13% | -15% | u | -4%
CCC1C(=O)NCCN1C(=O)c1cc(COc2cc(C)ccc2C)on1 (stereo not drawn) | 16% | 23% | -6% | -0.5 | 6% | 56%[activator] | -12% | 8% | -3%
CCOC(=O)C1CCN(Cc2nnnn2CCc2ccccc2)CC1 | -18% | 6% | 2% | 0.7 | 1%[60.1 µM] | 1% | -8% | 19% | -9%
Cc1nn(CCC(N)=O)c2nc(-c3cccs3)cc(C(F)(F)F)c12 | -16% | -1% | 0% | 0.7 | -9% | 8% | -14% | 33%[activator] | -2%
Cc1ccc(C)c(CN2C(=O)c3ccccc3S(=O)c3ccc(C(=O)NCc4ccco4)cc32)c1 (stereo not drawn) | 1% | x | 5% | 1.3 | -24% | 0% | -19% | -8% | -14%
O=C(CSc1ccc(Br)cc1)NCC1(N2CCCCC2)CCCCC1 | x | x | 2% | x | -8% | u | x | 18% | x

# Later entries.
SMILES | Pol beta inh | APEX1 inh | ERG Ets-DNA blk | TRHR ag | POLK inh | 12-LOX inh | Apoferritin bind | POLI inh | BLM helicase inh
Cc1ccc(O)c(C(=O)CC(=O)c2ccc(Cl)cc2)c1 | u | 8% | -15% | 0.9 | -18% | -15% | -20% | -2% | -10%
Cn1cc(/C=C/C(=O)N2CCCC(C(=O)c3cccc4ccccc34)C2)cn1 (stereo not drawn) | -22% | 1% | 12% | -0.4 | 5% | 19% | -7% | 0% | -1%
CCOc1ccccc1NC(=S)N1CCN(c2nc(-c3cccc(OC)c3)cs2)CC1 | 13% | -2% | 2% | -0.1 | -23% | -27% | -13% | u | -2%
CCOc1ccccc1C1CC(=O)Nc2c1c(=O)n(C)c1ncnn21 (stereo not drawn) | 20% | x | u | -1.8 | -11% | -16% | 14% | -7% | -3%
CCN(CC)S(=O)(=O)c1ccc2c(c1)N(CC(=O)N(CCc1ccncc1)C(C)C)C(=O)CO2 | u | 0% | 0% | -0.6 | -2% | 0% | -9% | 21% | -3%
CC[n+]1c(/C=C/c2ccc(N(C)C)cc2)ccc2ccccc21 | 28µM* | 4% | u | 0.2 | -36% | u | u | -23% | u
